# High-throughput results as filed in PubChem BioAssay.
# D2 agonist: D2 dopamine receptor (human) agonism. P14416. HEK293 T-REx D2 cells, calcium flux agonist mode. activation, % at 2 µM. 0.53% of 340,000 active. AID 485358;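 active = activation over 3 SD above normal in the single-dose calcium agonist read, cut at about 30% in these data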; also: 0% is about no effect
#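 Tetracycline-induced HEK293 Trex cells with D2 receptor force-coupled to calcium signaling, plated overnight at 30 C and loaded with no-wash calcium dye. Calcium flux read kinetically for 180 s after compound addition; responses flag agonists.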
# TrxR1 substrate: substrates of rat thioredoxin reductase 1 | purified TrxR1 substrate turnover, NADPH consumption readout | Potency, µM (series often up to 114 µM), inactives show at the highest dose activity change, negative = substrate turnover | AID 588456 | 0.01% of 390,000 active | O89049; also: potency is read from the fitted curve at half-maximal effect; % is scaled to controls: 0 for no effect and ±100 for the full control effect; nearly all actives have a fitted effect of over 50% in size
# Target sequence (O89049 whole entry, looked up): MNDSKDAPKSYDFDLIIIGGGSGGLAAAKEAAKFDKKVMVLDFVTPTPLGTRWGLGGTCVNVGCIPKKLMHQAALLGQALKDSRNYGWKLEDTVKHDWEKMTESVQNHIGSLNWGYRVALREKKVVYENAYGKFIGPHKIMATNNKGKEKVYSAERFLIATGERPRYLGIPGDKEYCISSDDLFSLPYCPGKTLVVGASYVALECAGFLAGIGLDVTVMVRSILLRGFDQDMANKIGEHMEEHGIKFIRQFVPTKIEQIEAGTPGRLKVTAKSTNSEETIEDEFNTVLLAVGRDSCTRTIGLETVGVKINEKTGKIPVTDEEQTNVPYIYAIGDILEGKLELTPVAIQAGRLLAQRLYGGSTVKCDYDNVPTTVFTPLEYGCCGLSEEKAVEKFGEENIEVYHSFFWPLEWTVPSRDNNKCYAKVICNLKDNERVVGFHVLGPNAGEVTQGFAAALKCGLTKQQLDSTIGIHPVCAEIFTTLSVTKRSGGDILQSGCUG
#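 Rat TrxR1, dispensed at 90 nM, was prereduced with 400 uM NADPH (final) for 5 min at ~22 deg C, then incubated with compound 15 min before 400 uM selenite. A first-read NADPH fluorescence drop versus no-compound background flagged substrates.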
# D2 antag: antagonists of human D2 dopamine receptor; inhibition, % at 10 µM; HEK293 TREx D2 cells, calcium flux, dopamine EC80; 2% of 340,000 active; in the data active = inhibition above about 30%; also: 0% is about no effect
#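 HEK293 T-REx D2 cells, tet-induced, calcium dye no-wash. Cpd pintool add, 180 s kinetic, then EC80 DA, 180 s kinetic. Ca flux read.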
# rTrxR1 inhibitor: inhibitors of rat thioredoxin reductase 1; 1% of 390,000 active; Potency, µM (top dose mostly 114 µM), for inactives: at the top dose activity change, negative = inhibition, hits mostly inhibitors; recombinant rTrxR1, NADPH fluorescence consumption, selenite substrate; also: potency is read from the fitted curve at half-maximal effect; % is scaled to controls: 0 for no effect and ±100 for the full control effect; nearly all actives have a fitted effect of over 65% in size
#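 Rat TrxR1 (90 nM in the dispensed reagent) was pre-reduced with 400 uM NADPH for 5 min at room temperature, then incubated with compound for 15 min. After 400 uM selenite was added, NADPH fluorescence (Ex 340/Em 450 nm) was followed for 8 min.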
# mIDH1 inhibitor: inhibitors of human mutant IDH1 R132H. Potency, µM (highest dose often 76.6 µM), for inactives: at the top dose activity change, negative = inhibition, most hits filed as inhibitors. O75874. 0.093% of 390,000 active. IDH1-R132H enzyme, NADPH consumption, diaphorase/resazurin fluorescence; also: potency is read from the fitted curve at half-maximal effect; % is scaled to controls: 0 for no effect and ±100 for the full control effect; nearly all actives have a fitted effect of over 65% in size
#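 IDH1-R132H (0.5 ug/mL dispensed) in pH 7.5 Tris buffer was preincubated 30 min with compound, then given a substrate mix of 0.016 mM NADPH and 2 mM alpha-KG for 80 min at room temperature; remaining NADPH was read by diaphorase/resazurin fluorescence.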
# TRHR enhancer: allosteric enhancers of human TRH receptor | TRHR cells, fluo-8 calcium fluorescence, EC20 TRH enhancement | enhancement, % at 2 µM | 0.66% of 360,000 active | AID 493056; in the data active = enhancement above about 30%; also: 0% is about no effect
# Target sequence (P34981 whole entry, looked up): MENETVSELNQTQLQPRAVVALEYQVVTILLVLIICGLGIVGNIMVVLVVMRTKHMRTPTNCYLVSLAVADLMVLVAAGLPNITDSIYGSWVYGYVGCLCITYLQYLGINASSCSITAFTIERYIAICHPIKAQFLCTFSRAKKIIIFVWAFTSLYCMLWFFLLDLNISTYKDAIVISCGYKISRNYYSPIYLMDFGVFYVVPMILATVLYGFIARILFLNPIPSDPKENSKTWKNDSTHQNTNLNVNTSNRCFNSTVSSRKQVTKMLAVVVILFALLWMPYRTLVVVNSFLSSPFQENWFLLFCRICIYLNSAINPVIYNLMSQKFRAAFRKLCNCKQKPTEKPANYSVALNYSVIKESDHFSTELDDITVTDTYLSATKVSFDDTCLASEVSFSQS
#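 Enhancer read-out: after compound pinning and an initial kinetic agonist-mode read, an EC20 of TRH (10 nM final) was injected and fluo-8 calcium signal (Ex 480/Em 530) followed at 1 s/cycle for 100 cycles in TRHR-expressing cells.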
# PI4K2A inh: PI4K2A (human) kinase inhibition; purified PI4K2A, ADP-Glo luminescence, 1 h; active compounds read low; 0.13% of 420,000 active; activity change, negative = inhibition, % at 76.9 µM; in the data active = activity change below about -50%; inconclusive = mostly about -30% to -49%;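 also: -100% = wells without enzyme as full effect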
#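 Compounds are screened against recombinant PI4K2A using PI as substrate and ATP, the latter dispensed at 300 microM. Reactions run one hour at ambient temperature before ADP-Glo detection; full inhibition defined by wells lacking enzyme.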
# TRHR ag: activates the human TRH receptor; activation, % at 2 µM; P34981; TRHR cells, calcium flux fluo-8, FDSS agonist mode; 0.18% of 360,000 active; in the data active = activation above about 30%; also: 0% is about no effect
#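 TRHR-expressing cells loaded with fluo-8 calcium dye; 23 nL library compound pin-transferred, kinetic FDSS fluorescence (Ex 480/Em 530) recorded about 180 s for agonist-induced calcium release, before a 10 nM TRH EC20 addition for potentiator mode.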
# USP1 inh: inhibitors of human USP1/UAF1 deubiquitinase; 0.23% of 390,000 active; Potency, µM (titrated, usually from 57.1 µM), for inactives: at the top dose activity change, negative = inhibition, usual class: inhibitors; AID 743255; recombinant USP1/UAF1, Ub-Rhodamine cleavage fluorescence; also: potency is read from the fitted curve at half-maximal effect; % is scaled to controls: 0 for no effect and ±100 for the full control effect; nearly all actives have a fitted effect of over 60% in size; inactives centre near -12
#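 USP1/UAF1 complex (1 nM) preincubated 15 min at room temperature with compound, then Ub-Rho substrate (150 nM final) added. Kinetic fluorescence at 480/540 nm over 6 reads at 60 s intervals; 50 mM HEPES pH 7.8, 0.5 mM EDTA, 0.1 mg/ml BSA, 1 mM TCEP, 0.01% Tween-20.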
# An asterisk follows results filed as active; u = inconclusive; x = no result given; & = joins results of further samples; [ ] = remark or other dose. Unless noted, calls follow the shape of the dose curve; as a rule, active = well fitted inhibition curve with a large enough effect; inconclusive = small, poorly fitted or top-dose-only effect; inactive = no such curve, though single readings can be large or run the other way.
SMILES,D2 agonist,TrxR1 substrate,D2 antag,rTrxR1 inhibitor,mIDH1 inhibitor,TRHR enhancer,PI4K2A inh,TRHR ag,USP1 inh
CCN(c1ccccc1)S(=O)(=O)c1cccc(C(=O)NCC(c2ccco2)N2CCCCC2)c1 (stereo unspecified),x,0.2%,x,0.4%,6.2%,x,2.8,x,-14.2%
COc1cccc(C(=O)NCCC2=CCCCC2)c1OC,-0.6,-2.1%,-28.5,-0.9%,3.4%,4.8,-0.2,-0.2,-13.2%
CC(=O)NCC(=O)OC(C(=O)c1ccccc1)c1ccc(Cl)cc1 (stereo unspecified),1.7,3.5%,3.2,3.0%,1.2%,-1.6,-2.2,1.1,-1.2%
Cc1ccc(Cc2c(C)nc3nc(SCC(=O)NC(C)c4ccccc4)nn3c2C)cc1 (stereo unspecified),0.9,-5.7%,x,4.3%,1.0%,-3.4,1.3,2.9,9.0%
Cc1ccc(C(=O)OCc2nnc(-c3ccccc3)o2)s1,-0.7,-4.0%[57.1 µM],2.5,-0.5%[57.1 µM],1.0%,13.5,1.1,-1.2,-14.1%
COc1ccccc1CN1C[C@@H]2C[C@@H](c3cccc(C)n3)N3CCC[C@@]23C1=O,-0.6,5.0%[57.1 µM],-13.7,-9.2%[57.1 µM],2.7%,17.1,5.6,-0.9,-21.3%
CC(C(=O)NCC1CCCCC1)N(C)CC(=O)Nc1ccc(N2CCOCC2)cc1 (stereo unspecified),0.4,5.9%[57.1 µM],6.8,23.8%[57.1 µM],1.2%,-6.4,-2.4,-0.1,-20.5%
CCOc1cc(C2C3=C(CCCC3=O)N(CC(=O)O)C3=C2C(=O)CCC3)ccc1OC,x,5.0%,x,29.3%,-8.0%,12.8,-1.4,0.5,-24.8%
O=S(=O)(c1cccc2cccnc12)N1CCCc2ccccc21,-0.1,3.0%,1.4,18.1%,42.1%[activator],2.3,-1.1,0.3,-14.4%
O=C(COc1ccc(Cl)cc1)NCCS(=O)(=O)N1CCN(c2ccccc2F)CC1,0.7,-3.4%,3.7,-7.9%,2.1%,6.1,-4.4,0.8,-6.4%
COc1cccc(NC(=S)Nc2cc(C)cc(C)n2)c1,0.0,3.9%[57.1 µM],44.4*,2.8%[57.1 µM],0.5%,9.6,2.1,0.2,-18.3%
COc1ccccc1N1CCN(C(=O)c2cc(-c3ccc(Br)cc3)on2)CC1,0.1,-3.0%[57.1 µM],1.5,5.3%[57.1 µM],14.6%,-0.7,2.6,0.5,-11.5%
CCC1(c2ccccc2)NC(=O)N(CC(=O)N(C)CC(=O)Nc2c(C)cccc2C)C1=O (stereo unspecified),1.7,0.3%,-3.0,6.3%,3.6%,-3.0,3.1,0.0,-3.5%
O=C(Cn1ccc(=O)[nH]c1=O)Nc1ccc(C(=O)O)c(O)c1,1.8,2.1%[57.1 µM],-14.5,8.9%[57.1 µM],-1.9%,1.6,-9.2,0.9,-23.8%
COc1ccc(C2C(C#N)=C(N)OC3=C2C(=O)CC(C)(C)C3)cc1 (stereo unspecified),0.0,7.4%,2.0,21.5%,12.4%,-0.1,14.2,-0.3,-12.8%
O=C(O)c1cccc(CN2C(=O)SC(Nc3ccccc3)C2=O)c1 (stereo unspecified),x,3.7%,x,-12.7%,-4.4%,1.9,0.9,0.4,-11.6%
O=C1N=C(N2CCOCC2)S/C1=C1\C(=O)N(Cc2ccccc2)c2ccccc21,0.3,1.1%,-2.4,15.0%,-3.3%,-0.2,0.0,0.6,-12.9%
CC(C#N)(CCc1ccccn1)CCc1ccccn1,x,-2.4%,x,4.9%,-0.2%,x,-4.1,x,u
CN(C(=O)COc1cccc(C#N)c1)C1CCS(=O)(=O)C1 (stereo unspecified),0.7,0.9%,-8.4,10.3%,-11.3%,4.2,-0.4,-0.1,3.0%
Cc1ccc(C(=O)c2coc3ccc(O)c(CN(C)C)c23)cc1,-0.1,8.3%,0.7,19.4%,-4.6%,-18.1,-4.8,0.1,-24.3%
COc1cccc(NC(=O)C2Cc3ccccc3CN2C(=O)c2ccco2)c1 (stereo unspecified),-1.2,-3.1%,-2.1,u,1.9%,5.0,-6.6,-0.4,-17.6%
CCN(CC(=O)NCc1cccs1)S(=O)(=O)c1ccc(NC(C)=O)cc1,2.2,-0.3%,0.3,21.0%,-10.2%,0.4,3.7,1.1,-11.7%
C/C=C(\C)CN1CCN(c2ccc(C)cc2)CC1,-0.9,8.0%[57.1 µM],3.7,-2.2%[57.1 µM],1.8%,3.7,9.5,0.4,-23.1%
Cc1cc(C)c(Nc2ncccc2C(=O)O)c(C)c1,-0.3,11.4%[57.1 µM],-7.4,15.8%[57.1 µM],-0.3%,-1.0,-6.6,0.3,-3.0%
CSc1ccccc1OCc1cc(C(=O)NCC(C)(C)N2CCOCC2)no1,-1.4,-0.1%,-4.8,15.6%,0.0%,8.2,0.7,-1.1,-7.7%
CCc1cc(=O)oc2cc(C)cc(OCC(=O)N[C@@H](CSCc3ccccc3)C(=O)O)c12,0.8,51.2%[activator],2.4,-18.1%,1.2%,0.8,-2.6,0.5,9.7%
COc1cccc(N2CCN(C(=O)c3oc4ccccc4c3NC(=O)Cc3ccc(OC)c(OC)c3)CC2)c1,0.2,-10.0%,-15.5,-5.7%,0.0%,-14.8,-0.3,-0.1,-11.2%
COc1ccc(CCNC(=O)c2ccc3nc(CCc4ccccc4)oc3c2)cc1OC,1.1,8.9%[57.1 µM],x,29.8%[57.1 µM],-9.7%,-4.8,4.2,0.5,-7.7%
Cc1cc(C(=O)N2CCCC(N3CCN(c4ccccc4C)CC3)C2)n(C)n1 (stereo unspecified),6.2,3.1%,-3.4,12.9%,-2.3%,-0.7,-1.4,0.0,-9.3%
CC(=O)c1ccc(NC(=O)CSc2nccn2CCc2ccccc2)cc1,0.8,-4.9%,-20.7,-3.0%,2.4%,-4.7,3.9,-0.2,-11.3%
COc1ccc(S(=O)(=O)N2CCCCCC2)cc1C(=O)Nc1ccccn1,0.4,5.5%,16.6,6.3%,10.3%,-1.7,-1.1,0.3,-5.2%
Cn1nnnc1SCc1ccc(Cl)cc1,-0.5,-7.6%,-6.3,-10.2%,0.7%,0.7,4.3,0.2,-19.0%
Cn1c(N)c(C#N)c2c(c1=S)COC(C)(C)C2,-0.6,-14.5%,12.3,u,-1.4%,0.7,-2.4,1.2,-6.3%
O=S(=O)(c1ccc2c(c1)OCCCO2)N1CCNCC1,-0.2,1.7%[57.1 µM],2.3,5.5%,1.6%,-1.6,-4.2,-0.2,-7.6%
Cc1ccc(-n2ncc(Cl)c2C(=O)NCc2ccccc2)cc1,0.4,-9.7%,4.8,-17.1%,6.6%,-1.4,-0.5,0.3,-6.8%
Cc1cc(-c2ccc(C(C)C)c(S(=O)(=O)N3CCN(c4ccccc4)CC3)c2)on1,1.8,-2.4%,7.9,4.8%,3.7%,-4.5,6.4,1.8,-16.7%
CC(=O)c1cn(N(C)c2ncc(C(F)(F)F)cc2Cl)c(=O)[nH]c1=O,x,4.8%[57.1 µM],x,15.6%[57.1 µM],10.2%,2.0,-2.4,0.4,-12.9%
CCOc1ccc2ccccc2c1C1NC(=O)NC(C)=C1C(=O)OCCOC (stereo unspecified),-1.8,18.2%[0.0914 µM],1.8,37.8%[0.0914 µM],3.3%,-2.2,-3.1,-0.4,-3.3%
COc1ccc(Cn2nnc3c(=O)[nH]c(C4CCN(C(=O)c5ccccc5Cl)CC4)nc32)cc1,0.2,15.3%,5.8,24.1%[2.29 µM],4.7%,7.9,1.6,-0.4,-6.4%
COc1ccc(C(C)NC(=O)CC23CC4CC(CC(C4)C2)C3)cc1 (stereo unspecified),x,-2.8%,x,20.8%,-1.9%,-3.0,-2.9,0.6,-10.7%

# A draw from above in order of number of heavy atoms, largest number first.
SMILES,D2 agonist,TrxR1 substrate,D2 antag,rTrxR1 inhibitor,mIDH1 inhibitor,TRHR enhancer,PI4K2A inh,TRHR ag,USP1 inh
COc1ccc(Cn2nnc3c(=O)[nH]c(C4CCN(C(=O)c5ccccc5Cl)CC4)nc32)cc1,0.2,15.3%,5.8,24.1%[2.29 µM],4.7%,7.9,1.6,-0.4,-6.4%
COc1ccc(C(C)NC(=O)CC23CC4CC(CC(C4)C2)C3)cc1 (stereo unspecified),x,-2.8%,x,20.8%,-1.9%,-3.0,-2.9,0.6,-10.7%
Cc1ccc(-n2ncc(Cl)c2C(=O)NCc2ccccc2)cc1,0.4,-9.7%,4.8,-17.1%,6.6%,-1.4,-0.5,0.3,-6.8%

# (list continues)
SMILES,D2 agonist,TrxR1 substrate,D2 antag,rTrxR1 inhibitor,mIDH1 inhibitor,TRHR enhancer,PI4K2A inh,TRHR ag,USP1 inh
O=C(CN1CCN(c2ccc(F)cc2)CC1)NC(=O)NCc1ccco1,-0.7,-7.8%[57.1 µM],-4.5,17.3%[57.1 µM],3.0%,8.0,-8.4,-0.2,-13.2%
COc1ccc(CC(=O)NCCS(=O)(=O)N2CCN(c3ccccc3)CC2)cc1OC,0.4,-0.4%,3.4,3.3%,2.1%,-2.0,-0.7,0.6,-11.0%
CCOc1ccc(OCC)c(NC(=O)c2c(C)nn(-c3ccccc3)c2-n2cccc2)c1,1.0,20.8%,x,31.1%,-0.9%,-5.2,-3.2,1.0,-11.7%
COCCn1c(=O)[nH]c2cc(C(=O)N3CCN(c4ccc(Cl)cc4)CC3)ccc2c1=O,0.0&0.4,5.4%[57.1 µM],12.0,22.3%[57.1 µM],17.3%&-1.0%,1.9&1.7,-15.7&-0.3,-0.7&-0.4,-19.1%&-21.4%
N#CCCN(Cc1cccs1)C(=O)c1ccc(Cl)cc1,0.7,1.1%,20.0,19.5%,0.7%,-20.1,-1.9,0.4,10.7%
COc1ccc(CC(=O)N2CCN(S(=O)(=O)c3ccc(Cl)s3)CC2)cc1,0.5,-1.1%,26.0,9.4%,-1.6%,-3.0,-4.0,-0.2,-20.9%
CNc1c(NS(=O)(=O)c2ccc(Br)cc2)c(=O)oc2ccccc12,x,9.1%[57.1 µM],-10.1,17.3%[57.1 µM],12.5%,7.1,-1.5,0.9,-16.2%
